MgcRacGAP inhibition: MgcRacGAP GTPase-activating activity inhibitors, confirmation, biochemical, ADP Hunter fluorescence. MgcRacGAP-stimulated Rac1 GTP hydrolysis, ADP Hunter fluorescence; higher % means a stronger effect; GST-tagged Rac1 F28L mutant substrate. inhibition, % at 30 µM; hits with a dose series show IC50 in µM. 340,000 compounds, 0.6% hits;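 active = first-screen hits whose inhibition reached a set limit at any dose in the follow-up dose series; inconclusive = inhibition above the set first-screen limit but never retested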;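 note: fluorescence reports GDP produced by GAP-driven GTP hydrolysis; strong numbers were not always called active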
GPR35 antagonists: inhibition of zaprinast-stimulated GPR35 beta-arrestin translocation – imaging, U2OS, beta-arrestin-GFP, zaprinast agonist, primary screen (AID 2058). 290,000 compounds, 0.052% hits. U2OS GPR35 beta-arrestin-GFP translocation imaging, zaprinast antagonism; higher % means a stronger effect. one-dose inhibition, % at 10 µM; IC50 in µM for titrated hits;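 active = inhibition of at least 50% with at least 30 cells and total cytoplasm GFP at most 10,000,000; inconclusive = under 30 cells or total GFP of 10,000,000 plus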
NS5 inhibitors: Dengue-2 NS5 methyltransferase inhibitors, primary screen, biochemical, confirmation dose response (AID 588689); Dengue-2 NS5 methyltransferase capping enzyme assay, biochemical; higher % means a stronger effect; inhibition, % at 25 µM, or IC50 in µM where a hit was titrated; 340,000 compounds, 0.3% hits; in the data active = a potency from the dose series; inconclusive = inhibition above about 29% without an active follow-up result
Large T inhibition: SV40 large T antigen inhibitors, biochemical (AID 1903) | inhibition, % at 20 µM; hits with a dose series show IC50 in µM | 310,000 compounds, 0.39% hits | SV40 large T antigen ATPase/helicase inhibition assay; higher % means a stronger effect; in the data active = a potency from the dose series; inconclusive = inhibition mostly from about 32% at the one dose, without a potency; inactive = the rest, 99 in 100 with inhibition below about 32%; note: strong numbers were not always called active
Yfh1-off respiration: enhancers of respiration in Yfh1-depleted yeast, dose response, Friedreich's ataxia, plus single-dose screen (AID 1465); S. cerevisiae Yfh1-off respiration, WST-1 reduction, 72 h; higher fold induction means a stronger effect; fold induction at 50 µM; hits with a dose series show EC50 in µM; 220,000 compounds, 0.074% hits;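 active = fold induction of absorbance versus untreated yeast above a set limit, then at least 30% activation at any dose in follow-up; inconclusive = repeats straddling the limit, or above it without dose testing; inactive = fold induction below the set limit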;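 note: activators that raise dye reduction in frataxin-depleted yeast; strong numbers were not always called active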
GPR55 beta-arrestin: selective activators of receptor GPR55 – imaging, U2OS cells, beta-arrestin-GFP redistribution, primary screen (AID 1961). activation, % at 10 µM, or EC50 in µM where a hit was titrated. 290,000 compounds, 0.048% hits. U2OS GPR55 beta-arrestin-GFP redistribution imaging; higher % means a stronger effect;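 active = activation above 40% with more than 50 cells counted in the well; inconclusive = wells holding fewer than 50 cells, flagged as toxic or sparse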;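 note: U2OS osteosarcoma cells stably expressing GPR55 and beta-arrestin-GFP; plate controls were DMSO negative control for no effect and LPI positive control for full effect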
NTR1 agonist: NTR1-driven beta-arrestin-GFP spot formation – imaging, U2OS cells, high content, primary screen (AID 493036); P30989; agonist mode; activation, % at 20 µM; 330,000 compounds, 0.17% hits;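 active = activation at or above 40% of the spot to cytoplasm intensity ratio, with at least 20 cells analyzed; inconclusive = wells under 20 cells, flagged as cytotoxic or low count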;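 note: 0% = DMSO without peptide and 100% = 100 nM NTR1 peptide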
Target sequence (P30989 whole entry, looked up): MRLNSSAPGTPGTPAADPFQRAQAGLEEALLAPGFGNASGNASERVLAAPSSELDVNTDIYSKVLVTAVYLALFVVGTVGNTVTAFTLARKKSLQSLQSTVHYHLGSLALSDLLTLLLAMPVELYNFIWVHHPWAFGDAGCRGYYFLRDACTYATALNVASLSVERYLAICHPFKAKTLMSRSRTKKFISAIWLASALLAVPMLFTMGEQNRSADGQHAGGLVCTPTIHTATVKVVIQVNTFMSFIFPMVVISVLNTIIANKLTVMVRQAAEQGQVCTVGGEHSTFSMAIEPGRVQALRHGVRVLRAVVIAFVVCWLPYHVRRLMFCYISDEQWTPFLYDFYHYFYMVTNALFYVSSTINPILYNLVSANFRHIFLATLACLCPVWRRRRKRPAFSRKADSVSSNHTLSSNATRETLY
AID2073: inhibitors of Mint1-CaV2.2 protein interaction, biochemical, HTRF (AID 2073); HTRF protein-protein interaction, Mint1-CaV2.2; higher % means a stronger effect; 290,000 compounds, 0.19% hits; inhibition, % at 20 µM, or IC50 in µM where a hit was titrated; in the data active = inhibition mostly above about 51%, no sharp cut-off; inconclusive = no clear call, values can overlap the other calls; inactive = mostly below about 53%; note: some results filed as inactive read as strong as hits
GPR55 LPI antagonism: inhibition of LPI-stimulated GPR55 beta-arrestin translocation – imaging, U2OS, beta-arrestin-GFP, LPI agonist, primary screen (AID 2013) | U2OS GPR55 beta-arrestin-GFP translocation imaging, LPI antagonism; higher % means a stronger effect | one-dose inhibition, % at 10 µM; IC50 in µM for titrated hits | 290,000 compounds, 0.13% hits;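 active = spots per cell inhibited over 60%, with over 100 cells counted and total cytoplasm intensity under 500,000; inconclusive = wells with under 100 cells, flagged as likely toxic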;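 note: U2OS cells stably carrying GPR55 and arrestin-GFP stimulated by 5 µM LPI near EC80; imaged beta-arrestin-GFP aggregate spots per cell after agonist stimulation; plate controls were LPI-stimulated DMSO wells for no effect and DMSO wells without LPI for full effect; some results filed as inactive read as strong as hits; confirmed hits need IC50 under 10 µM and bright autofluorescent wells are also inconclusive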
NTR1 agonist cell count 20 µM: recorded beside NTR1 agonist, whose call it bears; cell count; measured here: cell count, cytotoxicity flag
* hit, by the source's call; i = inactive; ? = inconclusive; · = not tested or not shown.

Second line of a record – MgcRacGAP inhibition, GPR35 antagonists, NS5 inhibitors, Large T inhibition, Yfh1-off respiration, GPR55 beta-arrestin, NTR1 agonist, NTR1 agonist cell count 20 µM, AID2073, GPR55 LPI antagonism
Cc1ccccc1NC(=O)Cn1nc(-c2ccccc2)nc1-c1ccccc1
  0%, 3%, -5%, 1%, i, -0.3%, -1.4, 70, 17%, 15%
CC(=O)Nc1c(O)nc(SCC(=O)Nc2sc3c(c2C#N)CCCCCC3)[nH]c1=O
  9%, 8%, 10%, 18%, i, -0.1%, 1.3, 72, -4%, 10%
COc1ccc(C(C)=O)cc1CSc1nncn1-c1ccccc1
  6%, 13%, 3%, 14%, i, -0.2%, 1.7, 48, -1%, -14%
O=C(CNC(=O)OCc1ccccc1)Oc1ccc2ccc(=O)oc2c1
  10%, 7%, -38%, 15%, ·, -0.2%, -0.7, 67, 27%, -1%
CCOc1ccccc1N(CC)C(=O)c1nn(C)c2c1CSc1ccccc1-2
  9%, -4%, -4%, 8%, ·, 0.4%, 0.2, 42, 8%, 3%
CC(C)=CC(=O)N1CCCC(N2CCN(c3ccccc3C)CC2)C1 (stereo not drawn)
  7%, -4%, -11%, 6%, ·, -0.1%, 0.1, 47, 7%, 0%
Cc1cc(C(=O)Oc2ccccc2C(=O)O)c(C)o1
  4%, 12%, -1%, 2%, i, -0.3%, -0.8, 84, 4%, 6%
O=C(c1cncc(Br)c1)N1CCN(c2ccc([N+](=O)[O-])cc2)CC1
  14%, ·, 4%, 14%, i, -0.3%, 0.2, 44, -13%, 15%
Cc1csc(SC(C)C(=O)NCC2CCCCC2)n1 (stereo not drawn)
  6%, -9%, -5%, 0%, i, -0.4%, 0.6, 51, -6%, -2%
N#Cc1cn(-c2ccccc2)nc1C(=O)c1ccccc1
  8%, -10%, 2%, 6%, i, -0.2%, 1.1, 55, -2%, 16%
Cc1cc(CNCc2c(C(=O)N3CCCCCCC3)nc3ccc(Cl)cn23)nn1C
  10%, 9%, 2%, 21%, i, 0.8%, -0.9, 47, -21%, 1%
Nc1ccccc1N=Nc1ccccc1N
  18%, 3%, 24%, 12%, ·, -0.2%, -1.1, 99, -1%, 2%
COc1ccccc1NC(=O)CCC(=O)Nc1nnc(C(F)(F)F)s1
  -3%, 4%, -7%, 1%, i, -0.2%, -0.8, 81, 7%, -3%
COC(=O)c1ccc(/C=N/NC(=S)NCCN2CCOCC2)cc1
  -5%, -6%, -6%, 1%, i, 0.1%, -1.6, 51, -11%, -10%
Cc1nc(N2CCc3ccccc3C2)[nH]c(=O)c1CCC(C)C
  -4%, 1%, 1%, -1%, i, -0.1%, 6.3, 59, 0%, -12%
O=C(C1CCCO1)N(c1ccc(F)cc1)C1C=CS(=O)(=O)C1 (stereo not drawn)
  9%, -5%, -9%, -9%, i, -0.5%, 0.3, 61, 0%, 9%
N#Cc1c(-c2ccccc2)cc(-c2ccccc2)nc1Br
  -1%, 2%, 14%, 9%, i, 0.2%, 2.5, 41, 6%, 4%
COc1ccc(CN(C)CC(O)COc2ccc(-c3ccccc3)cc2)cc1OC (stereo not drawn)
  24%, 8%, -4%, 9%, ·, -0.2%, 4.1, 60, 8%, 0%
Cc1ccc(CNC(=S)Nc2ccc(OC(F)F)cc2C)cc1
  2%, -4%, 3%, 0%, i, 0.6%, 0.6, 72, 0%, -7%
CC(=O)Nc1ccc(S(=O)(=O)Oc2ccc(/C=C3\SC(N)=NC3=O)cc2)cc1
  12%, 4%, 0%, 3%, i, 0.1%, -1.5, 96, 47%, 7%
COc1ccc2c(-c3ccccc3)cc(=O)[nH]c2c1
  7%, 5%, 0%, 9%, i, 0.0%, 1.2, 64, 5%, 5%
O=C(Nc1ccc2nc3n(c(=O)c2c1)CCCC3)c1cccc(F)c1
  0%, -7%, -5%, 7%, ·, 0.4%, 0.5, 84, -14%, -2%
O=C(c1[nH]ncc1-c1cccc(Br)c1)C1CO1 (stereo not drawn)
  4%, 6%, 0%, 4%, i, 0.0%, 0.7, 44, 0%, -6%
Cn1c(SCC(=O)N2CCCc3ccccc32)nnc1-c1ccccc1
  13%, 30%, -5%, 11%, i, -0.4%, -0.8, 57, 1%, -1%
O=C(N/N=C/c1ccc([N+](=O)[O-])o1)c1cc(-c2ccncc2)nc2ccccc12
  6%, 16%, 0%, 0%, i, -0.1%, 2.1, 55, 20%, -23%
N=c1c(S(=O)(=O)c2ccccc2)cc2c(=O)n3ccccc3nc2n1Cc1ccco1
  8%, 5%, 2%, 9%, i, 0.3%, 1.4, 57, ?, 5%
Cc1c(NC(=O)C(C)OC(=O)c2ccc(Br)o2)c(=O)n(-c2ccccc2)n1C (stereo not drawn)
  3%, 2%, -5%, 8%, i, -0.4%, 1.6, 58, -5%, 4%
O=C(c1cc(COc2ccc(F)cc2F)on1)N1C[C@H]2CC[C@H]1C2
  -1%, 4%, -9%, 13%, ·, -0.1%, 0.1, 65, 0%, 6%
COc1ccc(-c2csc3nc[nH]c(=O)c23)cc1OC
  12%, 17%, -5%, -2%, ·, 0.0%, -2.0, 97, 3%, 8%
CCN(CC)S(=O)(=O)c1cccc(-c2n[nH]c(=S)n2/N=C/c2ccc(C(=O)OC)cc2)c1
  43%, 10%, 12%, 27%, i, -0.4%, 14, 69, 39%, 2%
CCOC(=O)C1CCN(C(=O)COc2ccc(N(C)S(=O)(=O)c3cccs3)cc2)CC1
  11%, -6%, -7%, -2%, i, -0.2%, -2.8, 33, -5%, -14%
COc1ccc(NC(=O)C2CCCO2)c(OC)c1 (stereo not drawn)
  12%, 19%, -3%, 7%, ·, -0.1%, 1.7, 57, 8%, 1%
COc1ccc(CCN2C(=O)C(Oc3ccccc3C)C2c2ccc3c(c2)OCO3)cc1 (stereo not drawn)
  5%, -5%, -1%, 2%, i, 0.4%, 5.1, 46, 6%, -2%
O=C(NC(=S)NCc1cccnc1)c1cc(Br)ccc1Cl
  -3%, -8%, -6%, -2%, ·, 0.3%, 1.1, 43, 8%, -10%
CC(C)CCOc1ccc(C(=O)NN2C(=O)NC3(CCCCC3)C2=O)cc1
  0%, ·, 5%, 15%, ·, ·, 1.2, 70, ·, ·
COc1cc(/C=N/Nc2nncc3ccccc23)cc(OC)c1OC
  6%, 2%, -1%, 7%, ·, 0.0%, -0.3, 79, -8%, 1%
COc1ccccc1C(c1nnnn1Cc1ccco1)N1CCN(c2cccc(C)c2C)CC1 (stereo not drawn)
  -3%, -19%, -10%, 8%, i, 0.0%, -2.7, 81, 10%, 15%
Cn1ncc(Cl)c1C(=O)N1CCOCC1
  -2%, -9%, ·, 6%, i, -0.8%, -0.1, 67, -7%, -2%
O=C(CSc1nnc(NC(=O)C2CC2)s1)NCc1ccccc1
  6%, -8%, 2%, 4%, ·, -0.2%, -0.9, 71, 2%, 12%
COc1ccccc1CNc1ccc(CNc2ncn[nH]2)cc1
  6%, -2%, -10%, 9%, i, -0.3%, -0.8, 35, -6%, 15%
O=C(Cn1cccn1)N1CCCC(Nc2ccc(F)c(F)c2)C1 (stereo not drawn)
  2%, 13%, -7%, 13%, ·, 0.7%, 1.1, 64, 1%, 12%
O=C(CCc1ccccc1)Nc1cccc([N+](=O)[O-])c1
  -7%, -9%, -5%, 13%, i, -0.5%, 2.8, 28, 8%, -3%
CCCCc1ccc(N=N/C(C(=O)Nc2cc(OC)c(NC(C)=O)cc2OC)=C(/C)O)cc1
  3%, -11%, 4%, 5%, i, -0.4%, 1.3, 68, 2%, 9%
COc1ccc(C(=O)N2CCC(n3c(C)nc4cc(F)ccc43)CC2)cc1
  -5%, 6%, -10%, 3%, i, 0.1%, -0.6, 36, 13%, 7%
COc1cc(C(=S)N2CCOCC2)ccc1OC(=O)c1cc([N+](=O)[O-])c(C)c([N+](=O)[O-])c1
  31%, 11%, 6%, -5%, i, -0.2%, 2.5, 46, -10%, -7%
CN(C)S(=O)(=O)N1CCCC(C(=O)c2ccc(-c3ccccc3)cc2)C1 (stereo not drawn)
  2%, 10%, 2%, -4%, i, 0.6%, 0.2, 38, 2%, 8%
CN(C(=O)CSc1ncc(C(F)(F)F)cc1Cl)c1c(N)n(Cc2ccccc2)c(=O)[nH]c1=O
  12%, -5%, 4%, 6%, i, 1.4%, 1.1, 47, -2%, 6%
CC1CCN(c2oc(-c3ccccc3F)nc2C#N)CC1
  -13%, 1%, 2%, 2%, i, -0.3%, 2.3, 56, 4%, -9%
CCC1CCCCN1CCCNC(=O)C(C)n1nc(C)c2sc3ccccc3c2c1=O (stereo not drawn)
  -9%, 17%, 1%, 5%, ·, -0.1%, -0.1, 63, 14%, -7%
Nn1cnn(Cc2ccccc2)c1=S
  7%, -14%, -12%, 2%, i, 0.1%, -4.6, 107, -27%, 1%
Cc1nc2ccc(NC(=O)/C=C/C(=O)O)cc2nc1C
  4%, 0%, -6%, 13%, i, -0.3%, 0.4, 16, 15%, -8%
COCCCn1c(-c2ccc(OC)cc2)nc2nc3ccccc3nc21
  ·, -4%, ·, 14%, i, -0.2%, ·, ·, 16%, -2%
COc1ccc(CCNC(=O)c2ccc3c(c2)N(Cc2ccc(F)cc2)CCS3)cc1OC
  2%, -1%, -2%, 10%, ·, -0.2%, 2.1, 73, ?, -18%
COc1ccc(Cc2c(O)nc(SCC(=O)c3ccc(OC)cc3)[nH]c2=O)cc1
  3%, -8%, -3%, 26%, i, 0.2%, -0.6, 100, 7%, 4%
CC1=C(C(=O)OCc2ccccc2)C(c2ccccc2OC(F)F)NC(=O)N1 (stereo not drawn)
  0%, -36%, 0%, 10%, i, 0.1%, 3.3, 57, 2%, 6%
Cc1ccc(NC(=O)CN2C(=O)NC3(CCc4ccccc43)C2=O)cc1Cl (stereo not drawn)
  2%, -9%, -9%, 5%, i, -0.1%, 0.9, 44, 0%, 14%
CN1CCN(/C=C(\C#N)S(=O)(=O)c2ccc(Cl)cc2)CC1
  2%, -1%, -5%, 18%, i, 0.0%, -0.6, 48, 3%, 5%
O=C(Nc1ccc(-n2ccnc2P(=O)(O)c2ccccc2)cc1)c1ccccc1Cl
  9%, 3%, -10%, 0%, i, -0.1%, -0.1, 94, 23%, -8%
O=c1c2ccccc2nnn1CSc1nc2sc3c(c2c(=O)n1CC1CCCO1)CCC3 (stereo not drawn)
  8%, -10%, -5%, 26%, i, 0.7%, 2.5, 42, 5%, 10%

Screening results (PubChem)

Rows are unselected; any-hit rate near 1.7%.
